A3G deaminase: APOBEC3G (human) deaminase inhibition; Q9HC16; recombinant A3G, ssDNA deamination FAM/TAMRA fluorescence; inhibition, % at 20 µM; 330,000 compounds, 0.28% hits;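 active = inhibition of at least 40% at 20 µM, with no more than 30% in the related APOBEC3A deaminase screen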;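 also: plate controls were DMSO wells with A3G for no effect and wells lacking A3G enzyme for full effect; some compounds called inactive have numbers as strong as hits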
mIAP act: mouse IAP activation; AID 2805; activation factor at 10 µM; 330,000 compounds, 0.24% hits; muIAP, CDP-Star luminescence, 30 min; active compounds read high; 1 = vehicle-only enzyme signal, 0 = enzyme-free wells;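 active = activation factor of at least 2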; also: the source names both 10 and 20 µM as test concentration; values of inactives mirror those of a sister screen read the other way
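System: Mouse IAP enzyme | Also added: CDP-Star substrate | Dosing: Compounds dispensed in DMSO | Schedule: 30 min enzyme-substrate-compound incubation at room temperature | Technique: Chemiluminescence readout | Control set: DMSO-only wells and no-enzyme negative control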
MIN6 prolif: induces beta-cell replication in MIN6 cells. MIN6 cells proliferation, ATPlite luminescence, 48 h; cells starved in 0.2% serum; 100% = growth in 10% serum. AID 2380. 330,000 compounds, 0.29% hits. proliferation, % at 10 µM;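 active = compounds whose signal lies at least 3.5 SD above the mean of all wells on their plate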;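 also: 0% = DMSO-treated cells in low-serum medium and 100% = 10% serum control; some compounds called inactive have numbers as strong as hits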
hIAP activ: increases human intestinal alkaline phosphatase activity; P09923; purified human IAP, CDP-Star luminescence, 30 min; active compounds read high; 1 = vehicle-only enzyme, 0 = enzyme-free background; activation factor at 10 µM; 330,000 compounds, 0.16% hits; AID 2524;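 active = activation factor of the enzyme at least 2-fold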; also: the source names both 10 and 20 µM as test concentration; values of inactives mirror those of a sister screen read the other way
Target sequence (P09923 whole entry, looked up): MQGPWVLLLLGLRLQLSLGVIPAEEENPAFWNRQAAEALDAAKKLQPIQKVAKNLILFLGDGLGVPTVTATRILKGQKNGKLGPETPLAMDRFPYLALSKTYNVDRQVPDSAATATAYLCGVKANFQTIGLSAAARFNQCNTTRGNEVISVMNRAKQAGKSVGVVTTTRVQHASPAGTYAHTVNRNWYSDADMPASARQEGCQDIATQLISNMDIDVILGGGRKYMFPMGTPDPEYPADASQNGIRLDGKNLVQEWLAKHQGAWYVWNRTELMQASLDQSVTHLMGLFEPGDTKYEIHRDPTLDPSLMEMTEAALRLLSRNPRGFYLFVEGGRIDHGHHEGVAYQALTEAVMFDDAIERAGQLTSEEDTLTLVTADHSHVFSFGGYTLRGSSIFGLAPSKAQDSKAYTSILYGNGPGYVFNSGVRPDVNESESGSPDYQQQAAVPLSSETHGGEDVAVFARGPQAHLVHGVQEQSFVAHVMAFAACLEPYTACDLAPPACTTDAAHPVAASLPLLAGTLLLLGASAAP
SENP1 inh: blocks the human SENP1 SUMO protease catalytic domain | recombinant SENP1 catalytic domain, CyPet-SUMO1-YPet FRET cleavage | Q9P0U3 | 360,000 compounds, 0.21% hits | AID 624204 | inhibition, % at 10 µM;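 active = inhibition at least 30% at 10 µM, raw YFP signal under a set limit, fluorescence ratio 0.5 to 1.5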;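 also: 0% = enzyme with DMSO and 100% = no enzyme wells; some results filed as inactive read as strong as hits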
Target sequence (Q9P0U3 419-644 limits assumed): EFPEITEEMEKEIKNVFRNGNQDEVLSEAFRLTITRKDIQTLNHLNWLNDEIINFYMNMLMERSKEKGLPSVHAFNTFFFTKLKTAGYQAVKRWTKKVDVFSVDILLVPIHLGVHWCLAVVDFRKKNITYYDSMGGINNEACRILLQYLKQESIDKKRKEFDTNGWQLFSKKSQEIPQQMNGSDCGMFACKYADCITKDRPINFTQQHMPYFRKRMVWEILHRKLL
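system = hSENP1 catalytic domain, recombinant | reagent = SFCypet-SUMO1-SFYpet substrate at 25 nM | doses = one dose per compound, 10 µM, 0.5% DMSO | incubation = enzyme reaction for 50 min at room temperature, dark | measured by = FRET, CFP and YFP emission | controls = no-enzyme low, enzyme-DMSO high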
A3A deaminase: human APOBEC3A DNA deaminase inhibition; recombinant A3A, FAM/TAMRA ssDNA deamination fluorescence; inhibition, % at 20 µM; 330,000 compounds, 0.41% hits;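 active = at least 40% inhibition at 20 µM here, with at most 30% in a related deaminase screen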;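 also: plate controls were A3A with DMSO for no effect and wells lacking A3A enzyme for full effect; some results filed as inactive read as strong as hits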
Target sequence (P31941 whole entry, looked up): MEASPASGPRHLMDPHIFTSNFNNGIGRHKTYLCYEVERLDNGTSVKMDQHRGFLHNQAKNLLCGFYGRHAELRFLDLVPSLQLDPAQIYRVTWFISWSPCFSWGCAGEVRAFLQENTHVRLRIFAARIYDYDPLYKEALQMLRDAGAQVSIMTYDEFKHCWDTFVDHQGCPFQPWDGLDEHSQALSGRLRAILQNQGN
hIAP inh: blocks human intestinal alkaline phosphatase | P09923 | purified IAP, CDP-Star luminescence, 30 min | inhibition, % at 10 µM | 330,000 compounds, 0.12% hits | AID 2544;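 active = inhibition reaching a set limit with compound at 10 µM in the primary screen, cut at about 35% in these data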;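 also: plate controls were DMSO wells with enzyme for no effect and no-enzyme buffer wells for full effect; values of inactives mirror those of a sister screen read the other way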
mIAP block: mouse IAP inhibition; AID 2806; inhibition, % at 10 µM; 330,000 compounds, 0.2% hits; purified mouse IAP, CDP-Star luminescence, 30 min;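 active = inhibition of at least 40% at 10 µM in the primary screen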;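 also: plate controls were DMSO with enzyme for no effect and no enzyme wells for full effect; values of inactives mirror those of a sister screen read the other way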
NALP3 yeast inh: inhibitors of NALP3 inflammasome in yeast | Yeast reconstituted NLRP3/ASC/caspase-1, beta-gal luminescence, 24 h | 330,000 compounds, 0.39% hits | inhibition, % at 10 µM;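 active = inhibition of 50% or more; inactive = inhibition below 50%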;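 also: plate controls were induced DMSO wells for no effect and uninduced yeast grown without galactose for full effect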
Active calls of the source: *. Not all compounds are listed; the hit share may differ from the screen's.

The opening 2 compounds, ahead of the listing:
1) CN(C(=O)COC(=O)C1COc2ccccc2O1)c1c(N)n(Cc2ccccc2)c(=O)[nH]c1=O (configuration not stated)
2) COc1ccc(NC(=O)NC2(C(=O)N3CCCC(C)C3)CCCCC2)cc1 (configuration not stated)

assay / compound	1	2
A3G deaminase	-8	-13
mIAP act	0.98	1.1
MIN6 prolif	6	1
hIAP activ	1	1
SENP1 inh	0	5
A3A deaminase	12	5
hIAP inh	-2	-5
mIAP block	2	-14
NALP3 yeast inh	4	11

The listing, repeating the preview:
1) CN(C(=O)COC(=O)C1COc2ccccc2O1)c1c(N)n(Cc2ccccc2)c(=O)[nH]c1=O (configuration not stated)
2) COc1ccc(NC(=O)NC2(C(=O)N3CCCC(C)C3)CCCCC2)cc1 (configuration not stated)
3) O=C(O)c1cc(S(=O)(=O)N2CCCCC2)ccc1N1CCOCC1
4) O=C(Nc1ccc(NC(=O)c2cccs2)cn1)c1ccccc1
5) CC1(C)C(=O)Nc2ccccc2N1C(=O)COC(=O)c1cccc(O)c1
6) O=C(CCNc1cccc(Cl)c1)c1ccco1

assay / compound	1	2	3	4	5	6
A3G deaminase	-8	-13	-4	4	-2	-4
mIAP act	0.98	1.1	1.1	1	1	1
MIN6 prolif	6	1	-1	-1	-1	-6
hIAP activ	1	1	0.96	1.1	1.1	1
SENP1 inh	0	5	0	1	2	1
A3A deaminase	12	5	-2	3	1	-5
hIAP inh	-2	-5	4	-7	-6	-2
mIAP block	2	-14	-9	-3	-4	-1
NALP3 yeast inh	4	11	10	25	10	2

7) O=C1C2C3c4ccccc4C(c4ccccc43)[C@@H]2c2nc3ccccc3n21 (some centres not stated)
8) Cc1ccc(N2CCN(C3=NC(=O)/C(=C\c4cccs4)S3)CC2)cc1
9) Cc1oc2c(c(C)cc3oc(=O)c(CC(=O)N[C@@H](CCCNC(N)=O)C(=O)O)c(C)c32)c1C
10) CC(C)c1ccc(S(=O)(=O)Nc2ccc3c(c2)OCO3)cc1
11) COc1cc2c(cc1OC)C(c1cc(OC)c(OC)c(OC)c1)NCC2 (configuration not stated)
12) CN(Cc1ccccc1)C(=O)c1ccccc1NC(=O)c1ccccc1

assay / compound	7	8	9	10	11	12
A3G deaminase	-2	-11	-6	-5	-5	-9
mIAP act	1	1	1	1.1	1	0.9
MIN6 prolif	-2	-3	-3	-2	-1	4
hIAP activ	0.95	0.98	1.1	1.1	0.99	0.81
SENP1 inh	1	1	-1	0	2	4
A3A deaminase	1	-7	-4	-3	-4	6
hIAP inh	5	2	-9	-5	1	19
mIAP block	-4	-2	-2	-8	-1	10
NALP3 yeast inh	4	23	2	33	-12	5

13) Cc1cccnc1Nc1nc(-c2ccccc2)cs1
14) Cc1ccccc1C(=O)NC1CCN(C(=O)NC2CCCCC2)CC1
15) CC(C)Oc1ccc(S(=O)(=O)N2CCOCC2)cc1NC(=O)C(C)Oc1ccc(F)cc1 (configuration not stated)
16) O=C(CN(C(=O)CCC(=O)Nc1nccs1)c1ccc(F)c(Cl)c1)NCC1CCCO1 (configuration not stated)
17) Cc1cnc(C(=O)N2CCN(c3ccc(C(F)(F)F)cn3)CC2)cn1
18) CSCCC(NC(=O)c1ccc(Cl)cc1)C(=O)O (configuration not stated)

assay / compound	13	14	15	16	17	18
A3G deaminase	-7	-5	-6	1	2	-4
mIAP act	0.93	0.97	1.1	1	1	0.93
MIN6 prolif	-4	-2	5	0	-3	-4
hIAP activ	1.1	0.93	0.97	1	1.1	1
SENP1 inh	-2	3	2	-1	0	2
A3A deaminase	-2	0	-1	-5	2	4
hIAP inh	-12	7	3	0	-10	-1
mIAP block	7	3	-5	-4	0	7
NALP3 yeast inh	38	0	17	-3	15	19

19) Cc1c(NC(=O)c2c(NC(=O)CNC3CC3)sc3c2CCCC3)c(=O)n(-c2ccccc2)n1C
20) O=C(COC(=O)c1ccccc1C(=O)c1ccccc1)Nc1ccc(SC(F)F)cc1
21) Cc1ccc(-n2ncc3c(=O)[nH]c(SCC(=O)N4CCCCC4)nc32)cc1
22) Cc1ccnc(NC(=O)/C=C/c2ccccc2Cl)c1
23) CCOCCn1c(CN2CCN(c3ccc(OC)cc3)CC2)nc2c1c(=O)n(C)c(=O)n2C
24) NC(=O)c1ccccc1NC(=O)CC12CC3CC(CC(C3)C1)C2

assay / compound	19	20	21	22	23	24
A3G deaminase	-6	-1	-4	-3	-6	-5
mIAP act	0.98	0.87	0.99	0.9	1	1
MIN6 prolif	0	0	2	-2	-2	-2
hIAP activ	0.96	1.1	0.86	1.1	1	1.1
SENP1 inh	1	2	-2	0	0	3
A3A deaminase	-2	2	-3	-3	-4	-4
hIAP inh	4	-7	14	-8	0	-8
mIAP block	2	13	1	10	-2	-3
NALP3 yeast inh	4	24	24	48	-1	-6

25) CS(=O)(=O)Nc1ccccc1C(=O)Nc1cccc(Cl)c1
26) O=C1c2cnc3nc(SCc4ccc(Cl)cc4)nn3c2CC2c3ccccc3CCN12 (configuration not stated)
27) CC(=O)N(c1ccc(Cl)cc1)c1c[nH]c2ccccc12
28) CN(C)CCCN(C(=O)c1ccc(Cl)s1)c1nc2cc3c(cc2s1)OCO3
29) COc1ccc(C2C(C)C3(O)CC(C#N)(C(=O)N3)C2(C#N)C#N)cc1 (configuration not stated)
30) COc1ccccc1CNC(=O)CCNC(=O)Cn1cnc2ccccc2c1=O

assay / compound	25	26	27	28	29	30
A3G deaminase	2	1	-4	-4	-1	-4
mIAP act	0.89	1	1	0.93	1.1	1
MIN6 prolif	-2	-4	-2	-7	-1	-2
hIAP activ	0.96	0.86	0.97	0.82	1.1	0.92
SENP1 inh	0	-32	1	2	-1	0
A3A deaminase	2	3	-3	-3	-2	-2
hIAP inh	4	14	3	18	-15	8
mIAP block	11	-4	-4	7	-15	-3
NALP3 yeast inh	12	-1	15	22	-2	17

31) O=C(NC(=S)NCc1ccccc1)c1cccc([N+](=O)[O-])c1
32) COc1ccccc1CCNC(=O)CCn1nc(C)c2c(C)n(-c3ccccc3)nc2c1=O
33) CCOc1cc(/C=N\Nc2ncc(F)c(N3CCOCC3)n2)ccc1Oc1nc(Cl)ncc1F
34) COc1cc(/C=N/n2c(C)nnc2C)cc(OC)c1OC
35) C=CCn1c(SCC(=O)NC2CCS(=O)(=O)C2)nc2sc(CC)cc2c1=O (configuration not stated)
36) Cc1ccc(NC(=O)c2ccccc2OCc2c(C)noc2C)cc1S(=O)(=O)N(C)C

assay / compound	31	32	33	34	35	36
A3G deaminase	-6	-6	-3	-3	5	-4
mIAP act	0.89	0.98	1	1.1	1.1	1
MIN6 prolif	2	3	-2	2	-1	6
hIAP activ	0.93	1.1	0.98	1.1	1.3	0.88
SENP1 inh	0	-1	1	2	2	0
A3A deaminase	-3	-6	1	-2	1	1
hIAP inh	7	-11	2	-11	-27	12
mIAP block	11	2	-1	-6	-6	0
NALP3 yeast inh	11	13	22	8	6	12

37) O=S(=O)(Oc1ccccc1)c1cccnc1
38) COc1cccc(OC)c1C(=O)Nc1cccc(NC(=O)c2cccs2)c1
39) CN(C)C(=O)c1cc(C(=O)c2c(F)cccc2F)c[nH]1
40) Cc1ccccc1C(=O)Nc1ccc(S(=O)(=O)N2CC(C)OC(C)C2)cc1 (configuration not stated)
41) CC(=O)Nc1ccc(S(=O)(=O)N2CCNC(=O)CC2)cc1
42) CCOC(=O)/C=C/c1ccc(C(F)(F)F)cc1S(=O)(=O)NC(C)(C)C

assay / compound	37	38	39	40	41	42
A3G deaminase	-11	-6	-7	-5	-5	-9
mIAP act	1	1.1	0.96	0.99	1	1.1
MIN6 prolif	-3	0	-2	0	-2	-8
hIAP activ	0.73	1	1.1	1.1	1.1	1.1
SENP1 inh	0	-1	1	2	3	2
A3A deaminase	-4	-2	-4	-2	2	-1
hIAP inh	27	0	-9	-9	-12	-9
mIAP block	0	-5	4	0	-1	-12
NALP3 yeast inh	-3	14	9	22	1	-10

Compounds 41 to 42, quoted:
41) CC(=O)Nc1ccc(S(=O)(=O)N2CCNC(=O)CC2)cc1
42) CCOC(=O)/C=C/c1ccc(C(F)(F)F)cc1S(=O)(=O)NC(C)(C)C

assay / compound	41	42
A3G deaminase	-5	-9
mIAP act	1	1.1
MIN6 prolif	-2	-8
hIAP activ	1.1	1.1
SENP1 inh	3	2
A3A deaminase	2	-1
hIAP inh	-12	-9
mIAP block	-1	-12
NALP3 yeast inh	1	-10

(listing goes on)
43) CCCc1cc(=O)[nH]c(SCC(=O)c2cc(C)n(C)c2C)n1
44) CN(Cc1ccccc1)C(=O)c1ccc([N+](=O)[O-])o1
45) CN(CC(=O)NC1CC1)S(=O)(=O)c1ccc(F)cc1
46) CCOc1ccccc1N1CCN(C(=O)CCCc2nc3ccccc3s2)CC1
47) CCCNC1=CC(=O)CC(C)(C)C1
48) Cc1cc(Cl)c(OCCCn2ccnc2)c(Br)c1

assay / compound	43	44	45	46	47	48
A3G deaminase	-6	-6	-5	-1	-5	-2
mIAP act	0.88	1	0.93	1.1	1	0.96
MIN6 prolif	-1	-3	-4	0	-4	0
hIAP activ	1.1	1.2	0.75	1.1	0.94	1.1
SENP1 inh	-3	0	0	1	-17	0
A3A deaminase	-2	-5	-1	3	-3	0
hIAP inh	-14	-19	25	-7	6	-14
mIAP block	12	-5	7	-6	-4	4
NALP3 yeast inh	6	-1	22	22	1	10

49) CCCCCCn1c(CN2CCCC(C)C2)nc2c1c(=O)n(C)c(=O)n2C (configuration not stated)
50) NC(=O)Oc1cccc(OC(N)=O)c1
51) CC1CN(CCS(=O)(=O)c2cc(Cl)ccc2Cl)CC(C)O1 (configuration not stated)
52) COC(=O)Oc1ccc(/C=C/C(=O)OC(C)C)cc1OC(=O)OC
53) O=C(CCl)NN1C(=O)NC2(CCCCC2)C1=O
54) CCN(CC)c1ccc(-c2nn3c(-c4n[nH]c5c4CCC5)nnc3s2)cc1

assay / compound	49	50	51	52	53	54
A3G deaminase	-6	0	-7	-9	-9	-9
mIAP act	0.9	1	0.96	1	0.96	1.3
MIN6 prolif	1	0	-6	-3	-5	-4
hIAP activ	0.94	1.1	1.1	0.79	1	1.1
SENP1 inh	0	-1	0	-17	0	-32
A3A deaminase	-2	2	-2	-2	1	-5
hIAP inh	6	-9	-5	21	-2	-7
mIAP block	10	-3	4	0	4	-28
NALP3 yeast inh	6	4	-8	10	17	23

55) c1ccc(-n2nnnc2N2CCOCC2)cc1
56) CC(C)c1nn2c(=O)cc(O)nc2s1
57) CC(C)CNC(=O)c1c(N)n(/N=C/c2ccccn2)c2nc3ccccc3nc12
58) COc1ccccc1CNC(=O)CNC(=O)N1CC(=O)Nc2ccccc21

assay / compound	55	56	57	58
A3G deaminase	-8	-2	-9	-2
mIAP act	1.1	0.99	1	0.93
MIN6 prolif	-1	-1	-1	-1
hIAP activ	0.85	0.9	1.1	0.72
SENP1 inh	-1	-15	-155	2
A3A deaminase	-4	2	-5	-3
hIAP inh	15	10	-9	28
mIAP block	-6	1	0	7
NALP3 yeast inh	15	5	11	9
